GPR7 antag – GPR7 receptor antagonists, primary screen, cell-based, fluorescence, single concentration; inhibition, % at 4.4 µM; hit rate 1.1% among 290,000; Neuropeptides B/W receptor type 1 (Homo sapiens), P48145; GPR7-expressing cells, fluorescence antagonist assay; in the data active means inhibition above about 16%, passing the limit was not always enough;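 further: cells stimulated with the agonist NPW; 0% = agonist with vehicle and 100% = vehicle without agonist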
FID counter – compounds displacing fluorescent DNA intercalator, primary screen, artefact control for HCV NS3 helicase inhibitor project, biochemical, FID fluorescence; DNA fluorescent intercalator displacement; inhibition, % at 7.9 µM; hit rate 0.17% among 290,000; AID 1845, 2009; in the data active means inhibition above about 37%;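 further: 0% = vehicle and 100% = reference compound; higher means more ethidium bromide displaced from hairpin DNA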
GalR3 antag – GalR3 antagonists in HEK293 cells, primary screen, cell-based, fluorescence readout; HEK293 GalR3-CNG cAMP membrane potential fluorescence; galR3 body fused to GalR1 C-terminus; hit rate 0.44% among 360,000; Galanin receptor type 3 (Homo sapiens), O60755; inhibition, % at 3 µM; AID 651719, 2012;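 active means inhibition above the screen-wide average plus 3 SD, cut at about 13% in these data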;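 further: forskolin and galanin both at EC90 stimulate the cells; cAMP rise reported by CNG channel membrane potential dye signal; 0% = forskolin plus galanin with DMSO and 100% = forskolin alone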
Target sequence (O60755 1-299 limits assumed): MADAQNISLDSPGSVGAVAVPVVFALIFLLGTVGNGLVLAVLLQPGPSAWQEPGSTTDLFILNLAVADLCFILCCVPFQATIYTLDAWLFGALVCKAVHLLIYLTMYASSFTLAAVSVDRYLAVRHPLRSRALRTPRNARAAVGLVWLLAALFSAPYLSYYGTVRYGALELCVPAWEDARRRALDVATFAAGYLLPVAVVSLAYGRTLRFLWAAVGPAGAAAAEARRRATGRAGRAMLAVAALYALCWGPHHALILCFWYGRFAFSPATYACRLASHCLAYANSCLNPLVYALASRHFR
IMP-1 inhibitor – IMP-1 metallo-beta-lactamase inhibitors, primary screen, biochemical, epi-absorbance readout, Pseudomonas aeruginosa enzyme; inhibition, % at 5.6 µM; purified IMP-1, nitrocefin hydrolysis, epi-absorbance fluorescence; metallo-beta-lactamase IMP-1 (Pseudomonas aeruginosa); AID 1556, 2009; hit rate 0.45% among 290,000;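 active means inhibition above the mean plus 3 SD of all compounds in the same screening run, cut at about 4.5% in these data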;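 further: 0% = IMP-1 with DMSO and 100% = DMSO wells lacking enzyme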
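system = purified recombinant IMP-1 beta-lactamase | amount = 0.2 nM IMP-1, as dispensed | medium = HEPES buffer pH 7.1 with ZnSO4 and Brij 35 | times = 25 °C, 15 min preincubation, 25 min reaction | detection = plate fluorescence quenching by hydrolysis product, ex 480/em 530 nm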
HCV NS3 hel inh – inhibitors of HCV NS3 helicase, primary screen, biochemical, Cy5 molecular beacon fluorescence | NS3 helicase DNA unwinding | inhibition, % at 10.9 µM | hit rate 0.56% among 290,000 | AID 1800, 2009;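 active means inhibition above the mean of all tested compounds plus 3 SD, set per campaign, cut at about 35% in these data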;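 further: 0% = DMSO wells and 100% = thioflavine S control wells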
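Assay system – hepatitis C virus NS3 helicase domain fragment enzyme · Buffer or medium – MOPS pH 6.5, MgCl2, DTT, Tween20, BSA · Reagent – Cy5/quencher beacon DNA duplex and ATP to start · Compound – single 10.9 µM dose · Timing – 1 h at 25 °C · Technique – Cy5 beacon fluorescence read at start and 1 h · Measure – % inhibition of unwinding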
PHOSPHO1 inh – PubChem AID 1565; Phosphoethanolamine/phosphocholine phosphatase (Homo sapiens), Q8TCT1; recombinant PHOSPHO1, absorbance phosphatase assay; inhibition, % at 13.3 µM; hit rate 1.1% among 290,000; in the data active means inhibition above about 60%
Target sequence (Q8TCT1 whole entry, looked up): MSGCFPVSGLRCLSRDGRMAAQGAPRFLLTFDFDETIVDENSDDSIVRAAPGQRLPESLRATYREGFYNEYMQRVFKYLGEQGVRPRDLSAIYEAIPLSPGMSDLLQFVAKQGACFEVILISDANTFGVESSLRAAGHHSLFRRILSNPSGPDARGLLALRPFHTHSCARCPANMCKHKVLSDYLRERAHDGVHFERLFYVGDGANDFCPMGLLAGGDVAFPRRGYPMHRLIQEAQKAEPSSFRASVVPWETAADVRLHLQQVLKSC
VIM-2 inhibitor – VIM-2 metallo-beta-lactamase inhibitors, primary screen, biochemical, epi-absorbance readout, Pseudomonas aeruginosa enzyme. purified VIM-2, nitrocefin hydrolysis, epi-absorbance fluorescence. inhibition, % at 5.6 µM. hit rate 0.89% among 290,000;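 active means inhibition above the mean of all tested compounds plus 3 SD, cutoff set per screening run, cut at about 7.5% in these data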;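 further: red hydrolysis product quenches plate fluorescence so inhibitors raise well fluorescence; 0% = enzyme with DMSO and 100% = DMSO without enzyme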
V1R ag counter – agonists of human V1a receptor, primary screen, counter-screen for OXTR agonist project, fluorescence, CHO-V1R cells; hit rate 0.25% among 320,000; Vasopressin V1a receptor (Homo sapiens), P37288; Fluo-8 calcium fluorescence, agonist mode; 0% DMSO, 100% 3 nM vasopressin; activation, % at 3 µM; AID 2797, 2010;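 active means activation above the mean activation of all tested compounds plus 3 SD, per screening run, cut at about 20% in these data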;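 further: signal is peak over basal fluorescence ratio across a 100 second FLIPR read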
Target sequence (P37288 whole entry, looked up): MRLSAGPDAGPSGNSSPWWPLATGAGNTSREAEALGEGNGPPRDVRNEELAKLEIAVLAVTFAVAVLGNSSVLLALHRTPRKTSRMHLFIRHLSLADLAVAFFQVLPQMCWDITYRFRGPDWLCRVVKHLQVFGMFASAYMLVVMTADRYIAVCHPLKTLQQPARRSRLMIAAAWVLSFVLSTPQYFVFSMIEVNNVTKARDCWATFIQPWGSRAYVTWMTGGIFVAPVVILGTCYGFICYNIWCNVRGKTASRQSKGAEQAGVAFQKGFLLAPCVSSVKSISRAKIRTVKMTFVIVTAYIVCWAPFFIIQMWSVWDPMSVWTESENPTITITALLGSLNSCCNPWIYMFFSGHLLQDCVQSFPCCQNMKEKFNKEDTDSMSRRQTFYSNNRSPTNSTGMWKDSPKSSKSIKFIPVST
OXTR agonist – human OXTR agonists, primary screen, fluorescence, CHO-OTR cells, Fluo-8 calcium. Oxytocin receptor (Homo sapiens), P30559. Fluo-8 calcium fluorescence; normalized: DMSO 0%, oxytocin 100%. activation, % at 3 µM. hit rate 0.32% among 320,000. AID 2435, 2010;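 active means activation above the mean of all tested compounds plus 3 SD, cutoff set per screening run, cut at about 20% in these data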;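 further: peak over basal fluorescence ratio from a 100 s FLIPR kinetic read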
* marks the source's active call; other numbers are inactive results; . = no result given; & = joins results of further samples. Compounds were not picked by outcome. Share with any hit: about 4.3%.

SMILES	GPR7 antag	FID counter	GalR3 antag	IMP-1 inhibitor	HCV NS3 hel inh	PHOSPHO1 inh	VIM-2 inhibitor	V1R ag counter	OXTR agonist
COc1cc(NC(=O)c2ccccc2)c(OC)cc1NC(=O)CN1CCCCC1	-2	7	1	-1.7	0	-1	-0.4	-0.3	-0.7
COc1ccccc1-c1nc(-c2ccccc2)nc(N2CCN(C)CC2)c1C#N	-4	7	-4	1.6	-38	20	1.4	2.4	2.5
O=C(O)CC1(CC(=O)Nc2cc(C(F)(F)F)cc(C(F)(F)F)c2)CCCCC1	-4	-20	-3	-2.0	13	-7	-0.2	3.7	2.8
Cc1cc(C)nc(NC(=O)CN2C(=O)c3ccccc3C2=O)n1	-5	2	-2	-2.8	-3	1	-2.6	-0.3	0.5
Cc1ccc(-c2csc3nnc(SCC(=O)Nc4nsc(-c5ccccc5)n4)n23)cc1	3	-4	-5	-1.5	-3	15	-0.3	0.2	-1.1
O=C(NC(C(=O)NCCN1CCOCC1)C12CC3CC(CC(C3)C1)C2)C1CCCCC1 (stereo unspecified)	-6	-2	-5	-1.6	-4	14	-0.8	-0.1	-0.8
CC(=O)N1CCN(C(=S)c2ccc(N(C)C)cc2)CC1	-12	5	-10	-2.8	-9	90*	1.4	0.3	-0.6
COc1ccc(S(=O)(=O)Nc2ccc3c(c2)OCO3)cc1OC	-5	0	-7	-2.1	-1	32	-1.5	1.2	2.2
Cc1ccc2c(cnn2C(=O)CCC(=O)NC2CCCCC2)c1	-6	-31	.	-1.8	6	10	-0.1	0.2	-1.3
O=C(CC1SC(=Nc2ccccc2F)N(CCN2CCOCC2)C1=O)Nc1ccc(F)cc1F (stereo unspecified)	3	-9	0	-3.5	-6	65*	-4.3	-0.1	-0.1
C/C(CC(=O)Nc1cccc2c1CCCC2)=N\NC(=O)Cc1ccccc1	4	-23	-9	-2.1	-2	32	-1.6	-0.6	0.2
CC(=O)Nc1ccc(NC(=O)COC(=O)[C@@H](NC(=O)c2ccc(F)cc2)C(C)C)cc1	-14	-29	-7	-2.2	-2	9	-2.3	-0.4	-0.1
COC(=O)C1CCC(=S)N1C(=O)c1ccccc1 (stereo unspecified)	-3	-1	-2	20*	6	-1	0.8	0.8	-0.6
COc1ccc(CCNC(=O)CS(=O)Cc2nc(-c3ccc(C)cc3)oc2C)cc1OC (stereo unspecified)	-18	-57	0	-1.1	1	28	-1.9	-1.9	-3.2
COC(c1ccccc1)c1nnc(CCC(=O)NCc2ccc3ncccc3c2)o1 (stereo unspecified)	-4	-2	2	-2.5	0	6	-2.8	-0.1	-0.1
CCOC(=O)c1ccccc1NC(=S)N1CCC(C(N)=O)CC1	-7	1	-3	-2.8	6	-8	-1.3	-0.2	0.0
Cc1ccc(CCNC(=O)C2CCC(CNc3c(N4CCC(C)CC4)c(=O)c3=O)CC2)cc1 (stereo unspecified)	-14	-41	2	1.7	-1	4	-2.1	-1.4	-1.2
O=C(NNC(=O)c1ccccc1Cl)c1cccs1	-6	-1	-4	-1.4	1	23	-1.6	0.9	0.0
COc1ccc(OCc2cc(C(=O)N3CCCCCCC3)no2)c(Cl)c1	-2	-39	-4	-1.4	-7	-9	-3.0	2.7	-1.1
O=C(Nc1ccccc1C(=O)N1CCCCCC1)c1cccc([N+](=O)[O-])c1	7	-9	2	1.4	20	23	-0.2	-1.2	-1.1
COc1ccc(S(=O)(=O)N2CCC(C(=O)Nc3ccc(F)cc3)CC2)c2cccnc12	1	-7	-7	-4.4	-7	-18	-2.5	0.0	-1.5
COc1ccc(Cc2c(O)nc(SCC(=O)N3CCOCC3)[nH]c2=O)cc1	-8	-3	-3	-2.2	-1	20	-1.2	1.2	2.1
NC(=O)COc1ccc2cc(-c3ccc(F)cc3)c(=O)oc2c1	-3	-3	-8	2.7	3	4	0.3	2.1	0.3
COc1cc(NC(=O)C2CCCCC2)c2ncccc2c1	-11	-15	-7	-1.0	-4	10	0.0	-1.6	-2.6
COc1ccccc1NC(=O)N1CCc2[nH]c3ccc(Cl)cc3c2C1	-3	0	1	-1.8	-10	29	0.0	1.7	2.7
(continued)
SMILES	GPR7 antag	FID counter	GalR3 antag	IMP-1 inhibitor	HCV NS3 hel inh	PHOSPHO1 inh	VIM-2 inhibitor	V1R ag counter	OXTR agonist
Cc1cc(C)c(C(=O)Nc2ccccc2)c(CC(C)(C)C(=O)O)c1	-4	-2	-4	-1.6	10	38	-1.7	-0.9	0.2
CNc1nc(Oc2ccc(C(=O)OC)cc2)nc(SC)n1	-1	-8	-5	-3.3	10	-8	-0.7	0.2	-0.8
CCC1=NNC(=O)C(CC(=O)Nc2ccccc2)c2cc(OC)c(OC)cc21 (stereo unspecified)	-4	-18	-2	-1.4	-5	2	-2.2	-0.2	-0.2
OCCSc1nncn1/N=C/c1c[nH]c2ccccc12	16	0	-2	-0.3	-2	-28	-1.6	1.5	0.7
O=C(CCNS(=O)(=O)c1ccccc1)N1CCN(c2ccccc2)CC1	-18	-19	1	-1.0	-5	38	-0.9	0.2	-0.9
COCCN(C(=O)COC(=O)CCC(=O)c1ccc(C)cc1)c1c(N)n(Cc2ccccc2)c(=O)[nH]c1=O	16	-35	0	-1.1	9	43	-1.5	-0.2	0.1
COc1ccc(N2CCN(c3nc4ccccn4c(=O)c3/C=C(\C#N)S(=O)(=O)c3ccccc3)CC2)cc1	-12	-10	-10	-0.9	-37	22	-1.1	0.4	0.0
CC1=NN(c2ccccc2)C(=O)/C1=C\c1c(C)[nH]n(-c2ccccc2)c1=O	-7	4	-1	-1.8	-4	-7	-4.9	-0.3	1.1
O=C(Nc1ccc(S(=O)(=O)Nc2ncccn2)cc1)c1cnc(Cl)c(Cl)c1	-4	1	3	-2.7	-1	8	-1.4	-1.2	1.5
Cc1cc(NC(=O)/C=C/C(=O)N(CC(=O)NC2CCCC2)c2ccc(F)cc2)no1	-2	-32	-2	0.4	-5	41	-0.8	-0.9	-0.3
Cc1cc(C)c(C)c(OCC(=O)O/N=C(\N)c2ccncc2)c1	-8	-33	-6	3.4	-3	23	-0.7	4.3	3.3
Nc1c(C(=O)N2CCOCC2)sc(=S)n1-c1ccccc1	-13	-2	-3	-2.9	-2	97*	-3.6	0.8	1.0
CC(=O)NCCNC(=O)c1ccc2c(c1)S(=O)(=O)c1ccccc1C2=O	-18	0	-6	-2.5	7	40	0.6	-0.1	-0.5
O=C(NCc1ccc(Cl)cc1)C1CCCO1 (stereo unspecified)	10	2	-2	-1.8	-1	30	1.0	2.0	0.7
CCc1nnc(NC(=S)Nc2ccccc2)s1	-9	-5	-3	-1.7	2	-10	-1.6	1.0	0.1
CCc1c(O)nc(SCC(=O)c2ccccc2)n(-c2ccccc2)c1=O	-8	-20	2	1.3	3	27	-3.0	0.5	-0.5
C=CCn1c(SCC(=O)N2CCN(c3ccccc3)CC2)nnc1-c1ccco1	-2	-35	-5	-3.0	13	9	-0.3	-0.3	0.1
Cc1cccc(C)c1OCc1cc(C(=O)N2CCC(c3ccccc3)CC2)no1	-5	-43	-4	-1.8	-3	46	0.2	1.2	0.6
COc1ccc(OC)c(CN2CCN(C(=O)c3cccs3)CC2)c1	-8	-6	-5	-0.6	-2	1	-3.5	-0.4	0.8
Oc1ccc(-c2nc3cnccn3c2Nc2ccc3c(c2)OCCO3)cc1	0	-5	.	-3.9	-1	22	-3.1	1.8	2.3
O=C(CSc1n[nH]c(=O)[nH]c1=O)N/N=C/C=C\c1ccccc1	-4	-11	-7	-2.3	4	4	-1.4	1.1	0.0
CCCCN1C(=O)C2(NNc3ccccc3O2)c2ccccc21 (stereo unspecified)	10	-13	-7	-5.3	18	73*	-2.5	5.0	9.4
CSCCC(NC(=O)c1cc(CC(C)C)oc1C)C(=O)O (stereo unspecified)	-10	-10	8	-0.7	0	53	0.8	0.5	0.7
Cc1ccc(OCC(O)CN2CCN(Cc3ccc4c(c3)OCO4)CC2)c(C)c1 (stereo unspecified)	-9	12	-7&-12	-2.2	-18	-1	-2.7	3.7	2.5
O=C(NCCCn1ncc2ccccc21)c1cc(COc2c(F)cccc2F)on1	1	-26	-7	-2.9	-1	-12	-1.9	0.2	-1.0
Cc1ccc(C)c(N(CC(=O)NCC2CCCO2)C(=O)CCC(=O)Nc2nccs2)c1 (stereo unspecified)	-2	-40	-5	0.6	-1	20	0.1	0.0	1.5

Molecules shown so far that contain an aryl thioether with sulfur outside any ring:
SMILES	GPR7 antag	FID counter	GalR3 antag	IMP-1 inhibitor	HCV NS3 hel inh	PHOSPHO1 inh	VIM-2 inhibitor	V1R ag counter	OXTR agonist
Cc1ccc(-c2csc3nnc(SCC(=O)Nc4nsc(-c5ccccc5)n4)n23)cc1	3	-4	-5	-1.5	-3	15	-0.3	0.2	-1.1
COc1ccc(Cc2c(O)nc(SCC(=O)N3CCOCC3)[nH]c2=O)cc1	-8	-3	-3	-2.2	-1	20	-1.2	1.2	2.1
CNc1nc(Oc2ccc(C(=O)OC)cc2)nc(SC)n1	-1	-8	-5	-3.3	10	-8	-0.7	0.2	-0.8
OCCSc1nncn1/N=C/c1c[nH]c2ccccc12	16	0	-2	-0.3	-2	-28	-1.6	1.5	0.7
CCc1c(O)nc(SCC(=O)c2ccccc2)n(-c2ccccc2)c1=O	-8	-20	2	1.3	3	27	-3.0	0.5	-0.5
C=CCn1c(SCC(=O)N2CCN(c3ccccc3)CC2)nnc1-c1ccco1	-2	-35	-5	-3.0	13	9	-0.3	-0.3	0.1
O=C(CSc1n[nH]c(=O)[nH]c1=O)N/N=C/C=C\c1ccccc1	-4	-11	-7	-2.3	4	4	-1.4	1.1	0.0

Compound activity deposited in PubChem BioAssay by several laboratories.
